Screening results: PubChem, Broad Institute
Cneo AK release: Cryptococcus neoformans lysis via adenylate kinase release; AID 651654; lysis activity, % at 15 µM; C. neoformans lysis, adenylate kinase release luminescence, 4 h; normalised: neutral wells 0, clomiphene wells 100; 360,000 tested, 0.2% active;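 active = mean lysis activity across replicates of at least 80%, whatever share of replicates individually reach that level; inactive = mean lysis activity below 80%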
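Signal: Adenylate kinase release luminescence | Assay system: Log-phase Cryptococcus neoformans yeast cells | Input: Cells at 5 × 10^6 per mL | Buffer or medium: Fresh YPD growth medium | Compound: Single dose | Schedule: Static 4 h at 37 °C with compound, 1 h detection | Controls: Clomiphene | Read-out: Luminescence rise reflecting yeast cell lysis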
RAD54 inh: blocks human RAD54 Holliday junction branch migration. inhibition, % at 10.4 µM. FAM/BHQ fluorescence. Q92698. 360,000 tested, 0.14% active;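 active = mean normalized replicate activity at least 40 and at least half of replicates scoring 40 or more; inconclusive = only one of the two criteria met; inactive = mean below 40 and under half of replicates reaching 40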;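 note: 0% = median of neutral control wells and 100% = median of positive control wells; inhibitors cause a drop in the FAM fluorescence signal; in these data hits start at about 50%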
Target sequence (Q92698 whole entry, looked up): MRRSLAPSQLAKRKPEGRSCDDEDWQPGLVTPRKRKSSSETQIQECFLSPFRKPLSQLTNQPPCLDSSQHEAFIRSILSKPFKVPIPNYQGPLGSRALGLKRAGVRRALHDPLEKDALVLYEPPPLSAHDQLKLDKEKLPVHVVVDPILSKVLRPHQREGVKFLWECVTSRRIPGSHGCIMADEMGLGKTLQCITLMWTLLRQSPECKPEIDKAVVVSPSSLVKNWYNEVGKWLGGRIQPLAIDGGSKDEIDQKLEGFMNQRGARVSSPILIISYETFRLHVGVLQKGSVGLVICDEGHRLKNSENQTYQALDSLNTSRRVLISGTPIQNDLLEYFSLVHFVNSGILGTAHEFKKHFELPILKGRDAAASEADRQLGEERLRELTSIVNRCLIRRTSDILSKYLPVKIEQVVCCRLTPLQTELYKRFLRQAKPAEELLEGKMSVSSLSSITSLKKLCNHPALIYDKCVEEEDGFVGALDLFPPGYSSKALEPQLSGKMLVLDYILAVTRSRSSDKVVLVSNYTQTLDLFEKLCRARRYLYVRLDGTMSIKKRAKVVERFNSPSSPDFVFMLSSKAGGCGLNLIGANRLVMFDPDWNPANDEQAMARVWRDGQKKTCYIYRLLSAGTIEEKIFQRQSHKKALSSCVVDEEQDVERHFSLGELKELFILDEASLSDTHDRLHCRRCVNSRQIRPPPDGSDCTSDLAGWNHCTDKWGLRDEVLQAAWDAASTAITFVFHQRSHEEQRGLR
PglD DTNB: blocks C. jejuni PglD acetyltransferase activity; purified PglD enzyme, DTNB colorimetric CoA detection; inhibition, % at 12.5 µM; 360,000 tested, 0.098% active; AID 602405; in the data active = inhibition above about 16%, passing the limit was not always enough; inconclusive = no clear call, values can overlap the other calls; note: strong numbers were not always called active
RAD52 inh: blocks human RAD52 DNA annealing. recombinant RAD52 DNA annealing, FRET fluorescence. AID 651710. 360,000 tested, 0.46% active. inhibition, % at 18.7 µM. P43351;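 active = every replicate showing at least 50% inhibition; inconclusive = mean inhibition at least 50% but not in every replicate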
E-selectin induc: induces E-selectin expression in human endothelial cells | P16581 | HUVEC E-selectin immunofluorescence imaging; normalized: neutral wells 0, TNF-alpha wells 100 | activation, % at 7.58 µM | 260,000 tested, 0.37% active;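 active = mean E-selectin-positive cell signal at least 10% of the positive control, reached in at least 60% of replicates, without over 20% cell loss; inconclusive = no rule given, readout overlaps actives, possibly toxicity-flagged; inactive = the rest, including those meeting only one limit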;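 note: in these data hits start at about 27%; measured in HUVEC primary endothelial cells; signal is the percent of cells scored E-selectin positive by PE staining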
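assay system = HUVEC, human umbilical vein endothelial cells | input = 3,000 HUVEC seeded per well | medium = EGM-2 growth medium on 0.1% gelatin-coated wells | dosing = one compound dose added by pin transfer | signal = immunofluorescence imaging | read-out basis = % PE-positive cells | control set = TNF-alpha, DMSO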
ERAP1 inh: inhibitors of human ERAP1 aminopeptidase | 340,000 tested, 0.15% active | recombinant ERAP1, Leu-AMC fluorescence, 60 min | Q9NZ08 | inhibition, % at 10.7 µM;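 active = mean replicate inhibition of at least 30%, or all replicates individually reaching that 30% level; inactive = mean below 30% and not every replicate reaching it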;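 note: 0% = neutral control wells and 100% = L-leucinethiol positive control wells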
PGC1a acetyl inh: lowers PGC1a acetylation signal in U2OS cells; AlphaScreen anti-acetyl-lysine; with virally co-expressed GCN5 acetyltransferase; inhibition, % at 15.6 µM; 350,000 tested, 0.17% active;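 active = every replicate shows inhibition of at least 40%; inconclusive = mean inhibition at least 40% but some replicate below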;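 note: 0% = neutral control wells and 100% = positive control wells; some results beyond the cut were filed as inactive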
miR-122 sensor: miR-122 inhibition in Huh7 cells; activation (reporter increase), % at 12.5 µM; Huh7 miR-122 Renilla luciferase sensor, 48 h; neutral wells = 0, positive control = 100; 340,000 tested, 0.3% active;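 active = mean replicate activation score at least 90 and every replicate individually at or above 90; inconclusive = only one of the two criteria met; inactive = neither criterion met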;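 note: higher luciferase means less miR-122 activity so hits act as miR-122 inhibitors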
* hit, by the source's call; ? = inconclusive; / = no result given; & = joins results of further samples; [ ] = dose if it differs, or a comment.

SMILES	Cneo AK release	RAD54 inh	PglD DTNB	RAD52 inh	E-selectin induc	ERAP1 inh	PGC1a acetyl inh	miR-122 sensor
CCc1noc(C)c1C(=O)Nc1ccc(Cl)c(S(=O)(=O)N2CCCCC2)c1	-2	11	-4	-2	/	2	-3	-2
COc1ccc(CCN2C(=O)c3ccccc3C2(O)c2ncc[nH]2)cc1OC (configuration not stated)	1	2	1	-6	3.4	-2	0	-1
Cc1ccc(N=C2C(=O)Nc3ccccc32)c(C)c1	-3	2	4	-9	0.0	2	/	2
C[C@H](CO)N1C[C@H](C)[C@@H](CN(C)Cc2ccc(C(=O)O)cc2)OCCCC[C@H](C)Oc2ccc(NS(C)(=O)=O)cc2C1=O	-1	2	0	6	-0.2	1	5	1[16.7 µM]
Cc1ccc(NC(=O)CN(C)S(=O)(=O)c2ccc3c(c2)n(C)c(=O)c(=O)n3C)cc1	-1	-2	-5	-7	-0.2	-5	2	3
COC(=O)c1[nH]c2cccc(OC)c2c1NC(=O)CCN1CCN(c2ccccc2OC)CC1	0	0	-1	/	/	/	1	/
Cc1ccc(NC(=O)COC(=O)c2ccc([N+](=O)[O-])o2)cc1S(=O)(=O)N1CCCCCC1	0	-2	-98	4	1.9	2	-13	0
CCOc1ccc(NC(=O)CN(C)C(=O)Cn2cnc3c2c(=O)n(C)c(=O)n3C)cc1OCC	-1	-8	-1	-4	-0.1	30*	/	/
S=C(N/N=C/c1ccc(Cl)c(Cl)c1)Nc1ccccc1Cl	/	/	/	0	5.0	-1	0	/
Cn1c(SCC(=O)NN2C(=O)NC(C)(c3ccccc3)C2=O)nnc1-c1ccncc1 (configuration not stated)	-3	4	0	-3	-0.7	-1	3	1
Cc1ccc(C2=NN(CC(=O)O)C(=O)CC2)cc1	-1	-6	1	-8	1.5	-4	1	-1
CC(C)N(C(=O)COC(=O)c1cc(Cl)cc(Cl)c1N)C(C)C	-1	-10	5	/	/	/	-16	4
O=C(NCc1nnnn1-c1ccc(Cl)cc1)c1ccc(Br)o1	/	-7	4	-5	0.5	1	-13	-4
C=CCSc1nc(C)cc(/C=C\c2ccccc2)c1C#N	0	8	3	/	/	/	/	-9
CN(C)CC(=O)N1CCCCN2[C@H](CO)[C@H](c3ccc(-c4ccccc4)cc3)[C@@H]2C1	-2	-1	-2	9	0.2	-2	9	-5[16.7 µM]
Cc1c(NC(=S)NC(=O)C(C)(C)C)c(=O)n(-c2ccccc2)n1C	0	0	3	/	-0.4	/	0	-1
CCS(=O)(=O)Nc1ccc(-c2nnc(SCC(=O)c3cccc(OC)c3)o2)cc1	0	-6	1	/	/	/	-6	2
CCOc1ccc(C2NC(=O)c3n[nH]c(C)c32)cc1 (configuration not stated)	-3	-1	/	-3	-0.1	3	-2	-6
COCc1cn(CC[C@@H]2CC[C@H](NC(=O)Nc3ccc(Cl)cc3)[C@@H](CO)O2)nn1	0	6	-1	-3	0.3	3	0	/
COCCn1c(N)c(Sc2ccccc2[N+](=O)[O-])c(=O)[nH]c1=O	-2	-6	2	-5	1.6	/	-1	-5
CC(C)CC#Cc1ccc2c(c1)O[C@H](CN(C)C(=O)c1ccccn1)[C@H](C)CN([C@H](C)CO)S2(=O)=O	-4	-12	1	10	?	2	-11	16[16.7 µM]
COc1ccc(NS(=O)(=O)c2ccc(C)c(C(=O)O)c2)cc1	0	-3	2	-4	/	12	-12	-2
O=S(=O)(c1ccccc1)N1CCCCN2[C@H](CO)[C@@H](c3ccc(C#Cc4cccnc4)cc3)[C@H]2C1	0	10	-5	-13	/	-1	-3	-7[16.7 µM]
Cc1ccccc1-c1csc(C(O)c2ccc(F)c(F)c2)n1 (configuration not stated)	2	10	2	-8	0.0	2	6	-6
C[C@@H]1CN([C@H](C)CO)C(=O)Cc2cc(NC(=O)Cc3cn(C)c4ccccc34)ccc2O[C@@H]1CN(C)CC1CCCCC1	-1	-4	-3	-26	-3.8	-1	-7	2[16.7 µM]
Cc1noc(C)c1NC(=O)Nc1ccc2c(c1)C(=O)N([C@@H](C)CO)C[C@@H](C)[C@@H](CN(C)Cc1ccncc1)OCCCC[C@H](C)O2	0	-1	-2	1	-0.1	0	-1	3[16.7 µM]
CCC(=O)N1C[C@H](C)[C@@H](OC)CN(C)C(=O)c2ccc(NC(=O)Nc3ccccc3)cc2OC[C@H]1C	7	-4	4	8	-0.2	2	10	1[16.7 µM]
COCCN(Cc1ccc(OC)cc1)c1c(C)nc2ccc(C(=O)Nc3ccc(NC(C)=O)cc3)cn12	0	0	0	6	6.9	-5	15	-3
O=C([C@@H]1N[C@@H]2c3ccc(-c4ccc(F)cc4)c(=O)n3C[C@@H]2[C@H]1CO)N1CCOCC1	0	-2	1	-8	-1.3	0	/	5[16.7 µM]
COc1ccccc1C(=O)N(Cc1cccs1)C1CCS(=O)(=O)C1 (configuration not stated)	-1	-2	1	/	/	/	4	1
COc1ccccc1/C=C/C(=O)NCC(=O)N/N=C(/C)c1ccco1	1	4	6	-15	0.9	6	/	/
C[C@H]1CN([C@@H](C)CO)S(=O)(=O)c2ccc(Br)cc2O[C@H]1CN(C)C(=O)Cc1ccccn1	5	-9	1	-1	0.2&-0.8	2	-7&11	-1
COc1cc(/C=C/C(=O)OCC(=O)N2CCN(S(=O)(=O)c3ccc(C)cc3C)CC2)cc(Cl)c1OC	-1	-11	0	-1	-0.7	-1	5	-5
O=[N+]([O-])c1ccc(-c2cc(-c3ccncc3)nc3ccc4ccccc4c23)cc1	0	10	-4	1	/	-2	-19	3
C=CCc1cc(C)cc(C)c1OCCn1cncn1	1	5	8	/	/	/	3	0
COc1ccc(CNC(=S)Nc2ccccc2Cl)cc1	1	0	-6	1	/	-3	2	10
CN(C)CC#Cc1ccc([C@H]2[C@H]3CN(C(=O)Nc4ccc(F)cc4)CCCCN3[C@H]2CO)cc1	0	1	2	/	0.1	/	-9	12[16.7 µM]
COc1ccc([C@@H]2CC=C(C(=O)O)[C@H](c3cccc(Cl)c3)N2S(=O)(=O)c2ccc(Cl)cc2)cc1	-1	7	-3	-6	0.1	3	/	/
O=C(NCc1ccccn1)Nc1ccc(Cl)c(Cl)c1	-12	23	5	/	/	/	/	0
O=C(Nc1ccc(Cl)cc1)c1nc[nH]c1C(=O)N1CCc2ccccc2C1	-1	2	10	-9	0.0	-3	-1	4
C[C@H]1CN([C@@H](C)CO)C(=O)c2cccc(N(C)C)c2O[C@@H]1CN(C)Cc1ccc(C(F)(F)F)cc1	-2	-15	3	14	/	-1	-16	30[16.7 µM]
O=C1C=C(c2ccc(F)nc2)C[C@@H](c2ccc3c(c2)OCO3)C1	0	-1	1	-18	0.0	/	-1	-1
c1ccc2c3c([nH]c2c1)C(C1CCCCC1)N(Cc1ncc[nH]1)CC3 (configuration not stated)	3	-2	-3	/	/	/	4	-2
CC(C)NC(=O)Nc1cccc2c1O[C@@H](CN(C)C(=O)Nc1ccc(F)cc1)[C@@H](C)CN([C@H](C)CO)C2=O	-1	-3	0	5	-0.1	-2	0	6[16.7 µM]
CCCCC(NC(=O)COc1cc2c(c3oc(=O)cc(C)c13)CCC(C)(C)O2)C(=O)O (configuration not stated)	1	-5	6	-8	1.0	-2	-3	/
COc1cccc(NC(=O)C2CCOC2=O)c1 (configuration not stated)	2	5	10	3	0.0	-8	8	-2
Cc1ccc(CSc2nc(N)cc(N)n2)cc1	-3	11	1	-5	0.3	4	-1	1
O=C(OCCOCCN=C1NS(=O)(=O)c2ccccc21)c1ccncc1	-2	1	4	/	/	/	-1	1
O=C1C(Oc2ccccc2)C(c2ccc3c(c2)OCO3)N1CCc1ccc(F)cc1 (configuration not stated)	2	-9	8	-8	/	-2	/	238*
CN1CCN(C(=O)C[C@H]2CC[C@H](NC(=O)c3ccc4c(c3)OCO4)[C@H](CO)O2)CC1	-21	-1	-6	2	-0.1	-1	8	-9[16.7 µM]
CCc1nc2c(OCC(=O)c3ccc(Cl)cc3Cl)cccn2c1N(C=O)Cc1ccccc1	-1	-4	2	-48	0.3	-2	/	-3
Cc1c(/C=N\NC(=O)c2ccc([N+](=O)[O-])cc2)cnn1C	3	-4	-5	-27	0.4	0	11	3
COc1ccc(NC(=O)Nc2ccc3c(c2)C(=O)N([C@H](C)CO)C[C@H](C)[C@H](CN(C)S(=O)(=O)c2ccc(Cl)cc2)O3)cc1	-3	-4	-1	0	4.7	1	-21	-8[16.7 µM]
CCc1nnc(NC(=O)CCC(=O)N2CCCC2)s1	-4	-4	7	/	/	/	2	-9
CCCNC(=O)N(C)C[C@@H]1Oc2cc(-c3ccc(C)cc3)ccc2S(=O)(=O)N([C@H](C)CO)C[C@H]1C	0	-8	-2	9	-2.0	-1	/	14[16.7 µM]
O=C(CSc1nc2ccccc2c(=O)n1-c1ccc(Cl)cc1)N/N=C/C=C/c1ccccc1[N+](=O)[O-]	8	4	-6	-11	/	2	/	/
COC(=O)c1ccc2nc(NC(=O)COC(=O)CSc3nc(C)cc(C)n3)sc2c1	-2	-15	-11	/	0.8	/	/	-4
O=c1c2[nH]c3ccccc3c2ncn1CCN1CCCCC1	-1	-4	6	/	/	/	12	4
CCCN(C(=O)COC(=O)CCOc1ccccc1)c1c(N)n(Cc2ccccc2)c(=O)[nH]c1=O	1	1	9	-18	/	0	-3	-8
CCNC(=O)[C@@H]1[C@@H](CO)[C@@H]2Cn3c(ccc(-c4cncnc4)c3=O)[C@@H]2N1C(=O)c1ccccc1F	-1	-3	-1	0	0.3	1	1	4[16.7 µM]

Additional records follow:
SMILES	Cneo AK release	RAD54 inh	PglD DTNB	RAD52 inh	E-selectin induc	ERAP1 inh	PGC1a acetyl inh	miR-122 sensor
COc1nc(-c2ccc(Cl)cc2)ccc1-c1noc(-c2cccs2)n1	-2	1	2	/	0.5	/	1	5
O=C(CSc1nc2ccccc2n1Cc1ccccc1)N/N=C/c1ccco1	-2	1	-1	/	/	/	-4	/
CCC(=O)N[C@H]1C=C[C@@H](CC(=O)OC)O[C@@H]1CO	88*	-1	0	8	-0.1	0	2	5[16.7 µM]
CCN(Cc1ccccc1)C(=O)CN1C(=O)NC(CC)(c2ccc(F)cc2)C1=O (configuration not stated)	0	-5	1	-10	/	-1	/	/
COc1ccc(C(=O)OCC(=O)NCc2ccco2)cc1S(=O)(=O)N1CCN(c2cccc(Cl)c2)CC1	-1	4	1	-5	/	2	17	-5
Cc1cccn2c(=O)c3cc(C#N)c(=O)n(-c4c(C)n(C)n(-c5ccccc5)c4=O)c3nc12	-1	8	0	/	/	/	-9	-12
CCN(Cc1nc(-c2ccc(OC)cc2)no1)C(=O)c1ccc2c(c1)OCO2	-1	-5	-4	1	0.0	6	2	2
CCOC(=O)C1CCN(C(=O)CS(=O)(=O)Cc2nc(-c3ccccc3Cl)oc2C)CC1	2	5	1	2	0.1	18	/	/

Single entries from the list.
In PGC1a acetyl inh, Cc1noc(C)c1NC(=O)Nc1ccc2c(c1)C(=O)N([C@@H](C)CO)C[C@@H](C)[C@@H](CN(C)Cc1ccncc1)OCCCC[C@H](C)O2 is listed with -1
In E-selectin induc, COc1ccc(NC(=O)Nc2ccc3c(c2)C(=O)N([C@H](C)CO)C[C@H](C)[C@H](CN(C)S(=O)(=O)c2ccc(Cl)cc2)O3)cc1 is listed with 4.7
